# TRHR PAM: TRH receptor (human) allosteric enhancement. enhancement, % at 2 µM. TRHR cells, fluo-8 calcium fluorescence, EC20 TRH enhancement. actives 0.66% (n = 360,000); in the data active = enhancement above about 30%; note: 0% is about no effect
#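 Enhancer read-out: after compound pinning and an initial kinetic agonist-mode read, an EC20 of TRH (10 nM final) was injected and fluo-8 calcium signal (Ex 480/Em 530) followed at 1 s/cycle for 100 cycles in TRHR-expressing cells.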
# TrxR1 substrate: rat thioredoxin reductase 1 substrate activity; Potency, µM (series often up to 114 µM), without a hit: top-dose activity change, negative = substrate turnover; actives 0.01% (n = 390,000); purified TrxR1 substrate turnover, NADPH consumption readout; note: potency is the fitted concentration of half-maximal effect; % is set by controls: 0 for no effect and ±100 for the full control effect; nearly all actives have a fitted effect of over 50% in size
# Target sequence (O89049 whole entry, looked up): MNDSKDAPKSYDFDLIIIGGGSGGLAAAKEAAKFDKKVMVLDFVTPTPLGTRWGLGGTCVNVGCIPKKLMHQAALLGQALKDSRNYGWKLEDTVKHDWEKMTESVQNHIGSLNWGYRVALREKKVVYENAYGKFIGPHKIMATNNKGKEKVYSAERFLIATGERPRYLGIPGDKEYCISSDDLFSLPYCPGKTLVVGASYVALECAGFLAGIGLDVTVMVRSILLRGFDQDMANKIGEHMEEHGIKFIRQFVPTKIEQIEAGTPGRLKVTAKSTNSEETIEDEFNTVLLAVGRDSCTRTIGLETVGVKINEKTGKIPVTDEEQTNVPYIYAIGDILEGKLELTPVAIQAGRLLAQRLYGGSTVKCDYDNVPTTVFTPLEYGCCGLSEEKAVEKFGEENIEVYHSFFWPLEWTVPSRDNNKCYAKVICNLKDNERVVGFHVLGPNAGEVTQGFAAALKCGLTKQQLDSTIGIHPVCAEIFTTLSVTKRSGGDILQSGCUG
#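 Rat TrxR1, dispensed at 90 nM, was prereduced with 400 uM NADPH (final) for 5 min at ~22 deg C, then incubated with compound 15 min before 400 uM selenite. A first-read NADPH fluorescence drop versus no-compound background flagged substrates.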
# Pin1 inhibitor: inhibitors of human Pin1 | Pin1 FP peptide displacement, HiFluor488, 10 min | Potency, µM (titrated, usually from 115 µM), inactives show top-dose activity, negative = inhibition, most hits filed as inhibitors | actives 0.009% (n = 390,000) | AID 504891 | Q13526; active = well fitted inhibition curve with a large enough effect in the polarisation, with a control signal flat, not every such curve was filed as active; inconclusive = small, poorly fitted or top-dose-only effect, or effect the other way, or a change in a side signal; inactive = no such curve, though single readings can be large or run the other way; the % refers to the polarisation; note: potency is the fitted concentration of half-maximal effect; % is set by controls: 0 for no effect and ±100 for the full control effect
# Target sequence (Q13526 whole entry, looked up): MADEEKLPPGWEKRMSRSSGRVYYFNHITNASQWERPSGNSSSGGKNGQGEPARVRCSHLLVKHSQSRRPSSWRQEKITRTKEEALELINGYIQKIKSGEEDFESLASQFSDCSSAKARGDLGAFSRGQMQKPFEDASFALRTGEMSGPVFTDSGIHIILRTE
# IDH1 R132H inh: blocks human mutant IDH1 R132H enzyme; IDH1-R132H enzyme, NADPH consumption, diaphorase/resazurin fluorescence; Potency, µM (series often up to 76.6 µM), without a hit: at the top dose activity change, negative = inhibition, usual class: inhibitors; actives 0.093% (n = 390,000); note: potency is the fitted concentration of half-maximal effect; % is set by controls: 0 for no effect and ±100 for the full control effect; nearly all actives have a fitted effect of over 65% in size
# Target sequence (O75874 whole entry R132H, stated change not applied): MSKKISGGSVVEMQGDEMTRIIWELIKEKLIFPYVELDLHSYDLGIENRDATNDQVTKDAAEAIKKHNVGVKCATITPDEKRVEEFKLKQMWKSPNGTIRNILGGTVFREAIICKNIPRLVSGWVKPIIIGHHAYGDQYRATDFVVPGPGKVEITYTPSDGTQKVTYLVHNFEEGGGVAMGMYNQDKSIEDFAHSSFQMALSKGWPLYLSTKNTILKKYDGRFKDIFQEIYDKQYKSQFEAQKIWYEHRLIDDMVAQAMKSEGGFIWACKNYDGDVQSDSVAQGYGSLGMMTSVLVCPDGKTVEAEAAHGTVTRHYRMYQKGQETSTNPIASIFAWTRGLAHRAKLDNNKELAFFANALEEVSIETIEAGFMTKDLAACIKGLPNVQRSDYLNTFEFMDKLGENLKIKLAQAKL
#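 IDH1-R132H (0.5 ug/mL) preincubated 30 min with compound, then NADPH (0.016 mM) and alpha-KG (2 mM) added; 80 min at RT, pH 7.5. Remaining NADPH coupled via diaphorase/resazurin to fluorescence (540/590 nm); concentration-response curves normalized to no-enzyme control.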
# USP1-UAF1 inh: USP1/UAF1 (human) deubiquitinase inhibition. O94782. recombinant USP1/UAF1, Ub-Rhodamine cleavage fluorescence. Potency, µM (top dose mostly 57.1 µM), for inactives: top-dose activity change, negative = inhibition, most hits filed as inhibitors. actives 0.23% (n = 390,000). AID 743255; note: potency is the fitted concentration of half-maximal effect; % is set by controls: 0 for no effect and ±100 for the full control effect; nearly all actives have a fitted effect of over 60% in size; inactives centre near -12
#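 High-throughput fluorogenic screen: 1nM USP1/UAF1 complex, Ub-Rho substrate 150nM final, 50mM HEPES pH 7.8 with 0.5mM EDTA, 0.1 mg/ml BSA, 1mM TCEP and 0.01% Tween-20.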
# D2 agonist: agonists of human D2 dopamine receptor; actives 0.53% (n = 340,000); P14416; AID 485358; activation, % at 2 µM; HEK293 T-REx D2 cells, calcium flux agonist mode;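 active = activation over 3 SD above normal in the single-dose calcium agonist read, cut at about 30% in these data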; note: 0% is about no effect
#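 In this primary screen, compounds producing a positive calcium signal within 180 s of addition to tetracycline-induced, force-coupled HEK293 Trex D2 cells are flagged; cells are dye-loaded with a no-wash calcium kit beforehand.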
# TRHR agonist: agonists of human TRH receptor. P34981. TRHR cells, calcium flux fluo-8, FDSS agonist mode. activation, % at 2 µM. actives 0.18% (n = 360,000). AID 493084; in the data active = activation above about 30%; note: 0% is about no effect
#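 Read-out: compound-evoked intracellular calcium rise in TRHR cells, fluo-8 dye, kinetic FDSS fluorescence at 1 s/cycle following a 10-cycle baseline. Cells cultured overnight before dye loading (30 min–1.5 h, RT).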
# D2 antag: antagonizes the human D2 dopamine receptor; P14416; HEK293 TREx D2 cells, calcium flux, dopamine EC80; inhibition, % at 10 µM; actives 2% (n = 340,000); AID 485344; in the data active = inhibition above about 30%; note: 0% is about no effect
#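 Tetracycline-induced HEK293 T-REx cells expressing D2 force-coupled to calcium signalling were dye-loaded, exposed to compound for 180 s, then challenged with an EC80 of dopamine; calcium flux was followed kinetically for a further 180 s.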
# rTrxR1 inhibitor: blocks rat thioredoxin reductase 1; O89049; recombinant rTrxR1, NADPH fluorescence consumption, selenite substrate; Potency, µM (doses to about 114 µM), for the others: top-dose activity change, negative = inhibition, most hits filed as inhibitors; actives 1% (n = 390,000); note: potency is the fitted concentration of half-maximal effect; % is set by controls: 0 for no effect and ±100 for the full control effect; nearly all actives have a fitted effect of over 65% in size
#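 Rat TrxR1 (90 nM in the dispensed reagent) was pre-reduced with 400 uM NADPH for 5 min at room temperature, then incubated with compound for 15 min. After 400 uM selenite was added, NADPH fluorescence (Ex 340/Em 450 nm) was followed for 8 min.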
# An asterisk follows results filed as active; ? = inconclusive; . = not tested or not shown; [ ] = another dose, or the depositor's remark. Unless noted, calls come from the whole dose curve; as a rule, active = well fitted inhibition curve with a large enough effect; inconclusive = small, poorly fitted or top-dose-only effect; inactive = no such curve, though single readings can be large or run the other way.
smiles	TRHR PAM	TrxR1 substrate	Pin1 inhibitor	IDH1 R132H inh	USP1-UAF1 inh	D2 agonist	TRHR agonist	D2 antag	rTrxR1 inhibitor
CC1CCCC(NCC(O)COC(c2ccc(F)cc2)c2ccc(F)cc2)C1C (stereo unspecified)	-3	5%[57.1 µM]	-9%	7%	-6%	4.6	2.1	-11	17%[57.1 µM]
O=C(CN1CCOCC1)Nc1nc(-c2ccc3c(c2)CCN3S(=O)(=O)c2ccccc2)cs1	-4	-3%	27%	3%	-22%	1.0	-0.3	21	5%
CC(C)CC(CO)N1CCN(C(=O)c2cccc(Cl)c2)CCC1=O (stereo unspecified)	.	4%	-1%	3%	4%	.	.	.	18%
Cc1nc(SCC(=O)Nc2cc(C)on2)c2c(=O)n(C)c(=O)n(C)c2n1	4	4%[57.1 µM]	2%	1%	-7%	-1.3	-1.5	-9	-1%[57.1 µM]
O=C(O)c1cccc(S(=O)(=O)NCCC(c2ccccc2)c2ccccc2)c1	-2	3%[57.1 µM]	-7%	-30%	-11%	-0.7	-0.1	-22	25%[57.1 µM]
COc1cc(OC)cc(C(=O)Nc2ccc(NC(=O)c3ccco3)c(C)c2)c1	10	-3%	21%	1%	-4%	-0.6	-0.1	-7	25µM*
O=c1ccc2ccc(O[C@@H]3O[C@H](CO)[C@@H](O)[C@H](O)[C@H]3O)c(O)c2o1	16	2%	1%	9%	-20%	0.2	-0.2	5	4%
Cc1ccc(CNC(=O)c2cnc3c(-c4ccccc4)c(C)nn3c2C)o1	2	2%[57.1 µM]	1%	-4%	-11%	2.4	-0.4	.	5%[57.1 µM]
CCOC(=O)N1CCC(N2Cc3cccc(C(=O)Nc4ccc(CC)cc4)c3C2=O)CC1	3	-1%	-1%	3%	-20%	0.0	0.8	15	8%
CCCCNC(=O)CN1C(=O)NC2NC(=O)NC21 (stereo unspecified)	6	6%	-7%	-2%	-7%	.	-0.6	.	11%
CC(OC(=O)c1snc(C(=O)NC2CCCCC2)c1N)C(=O)NC(C)(C)C (stereo unspecified)	0	64%[activator]	-9%	3%	0%	0.6	0.8	-30	5%
CC(OC(=O)C1=COCCO1)C(=O)Nc1ccc(Oc2ccccc2)cc1 (stereo unspecified)	-4	-5%	0%	9%	-18%	0.0	-0.2	8	1%
CC(=NCCc1ccccc1)C1=C(O)CSC1=O	5	13%[57.1 µM]	1%	0%	-2%	35*	-0.1	-12	21%[57.1 µM]
Cc1cc(C(F)(F)F)nn1CC(=O)Nc1cccnc1	.	3%[2.29 µM]	-2%	0%	-2%	.	.	.	3%
Cc1ccc(NC(=O)c2ccc(OCC3CCCO3)cc2)cc1 (stereo unspecified)	-2	2%	9%	1%	-3%	.	0.7	.	1%
COc1cccc(-c2nnc(SCC3CNC(=O)O3)n2-c2ccc(Cl)cc2)c1 (stereo unspecified)	7	-14%	0%	2%	-3%	.	0.5	.	-19%
Cc1cc([N+](=O)[O-])ccc1-c1ccc(/C=N/NC(=O)c2ccc(Br)o2)o1	3	-1%	?	-6%	-5%	0.5	4.3	-7	-11%
COc1ccc(-c2cn3nc(N4CCC(C(=O)Nc5ccc(Cl)cc5C)CC4)sc3n2)cc1	3	-2%	-1%	7%	-39%	0.1	0.5	.	19%
CCN1CCC(N(Cc2cccc(OC)c2)C(=O)Nc2cccc(C(F)(F)F)c2)CC1	1	0%	-3%	-13%	-34%	1.1	0.7	.	16%
Cc1cccc(NC(=O)COC(=O)c2cccc(S(=O)(=O)N3CCCCCC3)c2)c1	2	2%	9%	2%	-22%	-1.3	0.0	-5	11%
CC(C)C(=O)N1CCN(c2ccc(NC(=O)c3cccs3)cc2)CC1	3	-7%	-15%	6%	-14%	0.6	0.0	-7	-4%
CCOC(=O)CN(C(=O)Cn1nnc2ccccc21)C(C(=O)NCCOC)c1ccccc1 (stereo unspecified)	-3	-5%	5%	3%	-8%	-0.3	1.2	-13	-9%
CC(C)CC1NC(=O)N(CC(=O)Nc2cc(S(=O)(=O)N3CCOCC3)ccc2Cl)C1=O (stereo unspecified)	.	3%	-4%	0%	-12%	.	.	.	-10%
Cc1cc(C)c(S(N)(=O)=O)c(C)c1N(C)S(=O)(=O)c1ccc(Cl)cc1	29	-8%	5%	-6%	-14%	0.0	0.8	-1	8%
C[C@H](NC(=O)c1cc2cc(Cl)ccc2n1C)C(=O)N1CCC(C(=O)O)CC1	1	9%	3%	-1%	-6%	1.0	-0.3	-5	13%
CC(=O)Nc1ccc(S(=O)(=O)N2CCC(C(=O)NCc3ccncc3)CC2)cc1	3	6%	0%	-1%	-22%	-0.3	0.7	9	13%
Cc1ccccc1Nc1nc(CSc2nnnn2-c2ccccc2)cs1	-3	3%	27%	-1%	0%	-1.1	-0.1	-3	-18%
COc1ccc(/C=N/NC(=O)Nc2cccc3nsnc23)c(OC)c1	4	36%[activator]	0%	4%	-28%	0.0	0.0	5	10%[57.1 µM]
O=C(NCC1OCCc2ccccc21)c1ccco1 (stereo unspecified)	-1	7%	-1%	1%	5%	-2.1	-0.4	11	-20%
CC(C)Oc1ccc(Br)cc1C(=O)N/N=C/c1c[nH]c2ccccc12	21	5%	8%	4%	-19%	1.7	1.1	-22	-4%

# Arranged by SMILES length (high to low): 3 of the compounds above
smiles	TRHR PAM	TrxR1 substrate	Pin1 inhibitor	IDH1 R132H inh	USP1-UAF1 inh	D2 agonist	TRHR agonist	D2 antag	rTrxR1 inhibitor
COc1ccc(-c2cn3nc(N4CCC(C(=O)Nc5ccc(Cl)cc5C)CC4)sc3n2)cc1	3	-2%	-1%	7%	-39%	0.1	0.5	.	19%
CCOC(=O)CN(C(=O)Cn1nnc2ccccc21)C(C(=O)NCCOC)c1ccccc1 (stereo unspecified)	-3	-5%	5%	3%	-8%	-0.3	1.2	-13	-9%
COc1ccc(/C=N/NC(=O)Nc2cccc3nsnc23)c(OC)c1	4	36%[activator]	0%	4%	-28%	0.0	0.0	5	10%[57.1 µM]

# Going on with the list.
smiles	TRHR PAM	TrxR1 substrate	Pin1 inhibitor	IDH1 R132H inh	USP1-UAF1 inh	D2 agonist	TRHR agonist	D2 antag	rTrxR1 inhibitor
Cc1ccc(C(=O)OCC(=O)NCc2cccs2)cc1C	-4	-16%[57.1 µM]	-1%	8%	-8%	0.1	-0.3	-6	19%[57.1 µM]
COC(=O)c1sccc1NC(=O)Nc1cc(OC)ccc1OC	-1	3%	0%	19%	-14%	-1.2	-0.4	-9	12%
O=C(NCCc1c[nH]c2ccccc12)/C(=C\c1cccnc1)NC(=O)c1ccccc1F	4	2%	6%	4%	-24%	.	0.1	.	13%
NC(=O)CC(NC(=O)Cc1ccc(Cl)cc1)c1ccc(NCCCN2CCCC2=O)c([N+](=O)[O-])c1 (stereo unspecified)	2	6%	2%	5%	-34%	-0.6	0.0	7	19%[57.1 µM]
CC(C)c1nc2sc3c(NCc4ccccc4)ncnc3c2c2c1COC(C)(C)C2	-7	4%	-1%	2%	-4%	1.3	0.0	-12	7%
Cc1ccc(S(=O)(=O)N(C)C)cc1NC(=O)C1CCN(C(=O)Nc2ccccc2)CC1	-5	6%	-8%	-4%	-6%	0.7	0.1	73*	22%
Cn1cnc2c1c(=O)[nH]c(=O)n2C	-10	7%[57.1 µM]	.	.	.	-1.5	0.2	26	15%[57.1 µM]
COc1ccccc1S(=O)(=O)Cc1ccc(C(=O)N2CCN(c3ccc(C)cc3)C(C)C2)o1 (stereo unspecified)	-1	2%[57.1 µM]	1%	4%	-4%	0.3	0.2	-7	9%[57.1 µM]
Cc1[nH]cnc1CSCc1ccc(F)cc1	-4	-2%	0%	-1%	3%	0.2	0.1	2	4%
Cc1ccc(-n2nccc2-c2nn(-c3cccc(C(F)(F)F)c3)c(=O)n(C)c2=O)cc1	-2	4%	-4%	2%	-19%	-1.2	-0.1	-13	15%
COc1ccc(C(=O)NCCc2nnc(SCC(=O)Nc3ccccc3)n2C)cc1	-4	11%[57.1 µM]	-6%	1%	5%	-0.8	-1.3	-1	15%[57.1 µM]
CCn1c(=O)c(C(=O)NNS(=O)(=O)c2ccc(Br)cc2)c(O)c2ccccc21	15	-8%	-2%	-4%	-5%	-1.4	-0.9	3	-3%
O=[N+]([O-])c1ccc(-c2cn3nc(-c4ccccc4)c(-c4ccccc4)nc3n2)cc1	2	3%[57.1 µM]	?	12%	?	4.6	3.7	18	20%[57.1 µM]
COc1ccc(C(=O)N2CCN(Cc3cc(=O)n4nc(-c5ccccc5C)sc4n3)CC2)cc1OC	-1	4%[57.1 µM]	1%	7%	-5%	-0.1	0.0	.	10%[57.1 µM]
CCCc1nc(NC(C)=O)c(C#N)c(-c2ccco2)c1CC	-1	14%	1%	9%	-19%	-0.5	-1.6	24	-9%
CCOc1ccccc1NC(=O)Cn1cnc2c(nnn2-c2cccc(OC)c2)c1=O	-3	4%[57.1 µM]	3%	-6%	10%	0.2	0.0	-13	3%[57.1 µM]
CCN(CC)CCOC(=O)C(Cc1ccco1)Cc1cccc2ccccc12 (stereo unspecified)	.	3%	-14%	4%	-8%	.	.	.	0%
COc1cccc(NC(=O)C2CCN(S(C)(=O)=O)CC2)c1	12	10%	1%	5%	-27%	0.4	-0.5	-2	24%
CN(CCC1CCOCC1)C(=O)CC1C(=O)NCCN1Cc1ccccc1F (stereo unspecified)	-2	28%	-17%	0%	-11%	0.3	0.5	2	?
Cc1ccc(C(=O)n2c(-c3ccccc3)cnc2SCC(=O)Nc2ccc(C)cc2C)cc1	6	-4%	26%	-3%	-5%	-0.8	-0.5	11	-12%
O=C(O)/C=C/C(=O)c1ccc(O)cc1	-3	-6%	-1%	-12%	-2%	0.2	0.5	-4	18µM*
CCN(CC)c1ccc(/C=N/NC(=O)CNC(=O)c2ccc3c(c2)OCCO3)cc1	2	60%	6%	2%	-18%	-0.4	-0.7	33*	21%[0.0914 µM]
O=C(Nc1cc2c(cc1C(=O)c1ccc(Br)cc1)OCCO2)c1ccc(Cl)cc1	-5	6%	-3%	-13%	-7%	1.5	-0.3	.	5%

# The list is partial. The share of hits here may be higher or lower than overall.
